Assay outcomes from PubChem BioAssay.
INS promoter inh – TRM-6 insulin promoter activity inhibition | TRM-6 cells (human fetal islet line), insulin promoter-eGFP reporter, imaging; reporter expression induced with tamoxifen | inhibition, % at 2 µM | 0.9% of 130,000 active;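 active means inhibition above the mean plus 3 SD, with well images judged a real hit on visual review, cut at about 60% in these data, passing the limit was not always enough; inconclusive means inhibition over the cutoff but images rejected on review; inactive means inhibition not above the cutoff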
SDO1 yeast rescue – compounds rescuing growth of sdo1-depleted yeast, bone marrow failure model; S. cerevisiae sdo1-depleted JHY4D growth rescue, OD600 30 h; stronger effect = higher value; pdr5 snq2 efflux-pump mutant strain; z-score at 10 µM; 0.21% of 140,000 active; AID 817;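 active means z-score above 3 at both the 24 hr and the 30 hr optical density reads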;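 further: z-score against mean and SD of all compound wells on the same plate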
SDO1 yeast rescue Rescue 24 h – further read-out of SDO1 yeast rescue, marked with its call; z-score; S. cerevisiae sdo1-depleted JHY4D growth rescue, OD600; measured here: growth rescue at 24 h;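 0 is the plate mean of compound wells and units are plate SD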
* = called active by the depositor; i = inactive; ? = inconclusive; · = no result given; & = joins results of further samples; [ ] = another dose, or the depositor's remark.

The first 2 entries, ahead of the listing:
INS promoter inh	SDO1 yeast rescue	SDO1 yeast rescue Rescue 24 h	molecule
-23.1	-0.07	0.03	CCOc1[nH]n(-c2ccccc2)c(=O)c1C=Nc1ccc(Cl)cc1
0.0	0.84	1.03	COc1cc([N+](=O)[O-])ccc1NC(=O)CC(C)C

Main list, from the first entry:
INS promoter inh	SDO1 yeast rescue	SDO1 yeast rescue Rescue 24 h	molecule
-23.1	-0.07	0.03	CCOc1[nH]n(-c2ccccc2)c(=O)c1C=Nc1ccc(Cl)cc1
0.0	0.84	1.03	COc1cc([N+](=O)[O-])ccc1NC(=O)CC(C)C
21.4	·	·	CC(=O)Nc1ccc(S(=O)(=O)N2CCN(Cc3ccccc3[N+](=O)[O-])CC2)cc1
·	0.1	0.55	C=CCSc1nc(N)c2c(C)c(C)sc2n1
46.1	-1.15	-1.55	COc1ccc(OC)c(C(=O)c2coc3ccc(OC(C)=O)cc23)c1
·	0.01	1.35	COc1ccc(OC)c(NC(=O)c2nnn(CCc3ccccc3)c2N)c1
?	-0.27	-0.64	CCCNC(=O)c1ccc(-c2nc3ccccc3s2)s1
-13.5	0.31	0.01	CCOc1ncccc1C(=O)OCC(=O)Nc1ncc(C(F)(F)F)cc1Cl
-3.1	-0.24	-0.68	COCCNC(=O)c1ccccc1NC(=O)C1COc2ccccc2O1 (stereo not drawn)
4.9	0.11&1.6	-0.28&1.41	O=C(c1ccccc1)c1cn[nH]c1-c1ccccc1O
-67.9	0.59	0.11	CCn1c(SCc2nc3ccccc3c(=O)[nH]2)nnc1-c1cccnc1
45.7	0.34	-0.18	Cc1ccnc2nc(C(=O)Nc3ccc(N4CCOCC4)cc3)nn12
-50.0	0.54	-0.02	Cc1ccc(NC(=O)c2c(C)nc(Nc3nc4ccccc4o3)nc2C)cc1
-19.4	-2.84	-1.79	COc1ccccc1CNC(=O)c1c(N)n(CCCN2CCOCC2)c2nc3ccccc3nc12
-37.5	-0.65	-0.88	Cc1cc(N=Cc2cc(Cl)ccc2O)no1
-70.3	-0.63	-0.6	CCOc1cc(CNC2CCCC2)cc(Cl)c1OCc1ccc(F)cc1
·	1.13	1.02	CCCCNC(=O)c1cc2c(=O)n3cccc(C)c3nc2n(Cc2ccncc2)c1=N
20.0	·	·	CCN1C(=O)C(c2ccc(O)cc2)(c2ccc(O)cc2)c2ccccc21
40.0	0.57	-0.53	O=C(NCc1ccco1)c1cccc(NS(=O)(=O)c2ccccc2F)c1
·	0.37	0.21	COc1ccccc1-n1c(N)c(C(N)=O)sc1=S
4.3	-1.37	0.42	Cc1nn(-c2ccccc2)c2sc(C(=O)NNC(=O)COc3ccccc3)cc12
-100.0	0.98	0.07	COc1ccc(OC)c(NC(=O)CC(NCCC2=CCCCC2)C(=O)O)c1 (stereo not drawn)
-7.9	1.09	1.03	CCn1c(SCC(=O)NCC(=O)Nc2ccc(F)cc2)nnc1-c1ccncc1
-32.3	0.32	0.3	CSCCC(NC(=O)OC(C)(C)C)C(=O)Oc1ccc2c(=O)c(-c3ccc4c(c3)OCCO4)coc2c1 (stereo not drawn)
28.6	-0.11	-0.41	CN(C)c1ccc(NC(=S)N(CCc2ccccc2)C2CC(=O)N(c3c(Cl)cccc3Cl)C2=O)cc1 (stereo not drawn)
·	0.22	0.07	COc1ccc(NC(=O)N2CCC(c3ccccc3)C2)c(OC)c1 (stereo not drawn)
0.0	0.4	0.91	O=C(NCC1COc2ccccc2O1)c1cc2ccccc2o1 (stereo not drawn)
56.7	0.68	2.56	Cc1ccc(C(C)C)c(OCCN(C)C)c1
·	0.33	-0.06	CN1CCN(CCCNC(=O)Cn2ncc3c4ccccc4n(C)c3c2=O)CC1
29.2	0.68	0.54	CCC(=O)N(C)CCc1cc2c(c(OC)c1/C=N/NC(=O)c1ccccc1O)OCO2

Random excerpt: 2 compounds from above.
INS promoter inh	SDO1 yeast rescue	SDO1 yeast rescue Rescue 24 h	molecule
-50.0	0.54	-0.02	Cc1ccc(NC(=O)c2c(C)nc(Nc3nc4ccccc4o3)nc2C)cc1
0.0	0.4	0.91	O=C(NCC1COc2ccccc2O1)c1cc2ccccc2o1 (stereo not drawn)

Next records
INS promoter inh	SDO1 yeast rescue	SDO1 yeast rescue Rescue 24 h	molecule
14.3	0.69	-0.42	O=C(NCCN1CCN(Cc2ccccc2)CC1)c1cc2c(=O)[nH]c3ccccc3c2s1
-8.3	0.7	1.48	COc1ccc(C2=[N+](C)CCn3cccc32)c(OC)c1
-66.7	-2.52	-1.51	c1cc2c(cc1C1CCCCC1)c1c3n2CCCNC3CCC1 (stereo not drawn)
-42.9	0.91	1.23	Cc1ccccc1C1=NC(C(F)(F)F)(C(F)(F)F)c2c(n(-c3ccc(F)cc3)c(=O)[nH]c2=O)N1
-9.6	-1.06	-1.1	COc1ccc(OC)c(S(=O)(=O)Nc2ccccc2C(F)(F)F)c1
20.6	-0.9	-1.07	O=C(c1cccnc1)N1CCN(S(=O)(=O)c2ccc3ccccc3c2)CC1
-6.5	0.25	0.06	Cc1ccc(N)cc1CN1CCCC1=O
38.5	·	·	O=S(=O)(NCc1ccccc1)NCc1ccccc1
-3.7	0.73	0.36	O=C(OCC(=O)N1CCN(C(=O)c2ccco2)CC1)C1=COCCO1
16.7	·	·	CC(=O)NC(Cc1ccccc1)C(C)=O (stereo not drawn)
0.0	-0.11	-1.22	CC(=O)N1CCCc2cc(S(=O)(=O)N3CCC(C)CC3)ccc21
i	·	·	CCC(C)(C)NC(=O)C1CCN(S(=O)(=O)c2cccs2)CC1
-15.6	0.84	1.19	Cc1ccc(SCc2cc(=O)[nH]c(/N=C(\N)Nc3ccc(C)c(C)c3)n2)cc1
14.3	-0.4	0.06	COC(=O)N1CC=CC1(C)C(=O)NCc1cc(F)cc(C(F)(F)F)c1 (stereo not drawn)
4.3	1.13	2.57	CCc1ccc(OCC(=O)NC(=S)Nc2ccc(C(C)=O)cc2)c(Br)c1
9.4	-0.35	-0.86	CC(=O)Nc1ccc(NC(=O)c2ccccc2Sc2ccc([N+](=O)[O-])cc2Cl)cc1
-83.1	-1.37	-0.78	O=C(CN1C(=O)C2CC=CCC2C1=O)NC1CCCc2ccccc21 (stereo not drawn)
·	-0.17	-0.37	CCOc1c(Br)cc(CNCc2cccs2)cc1OC
13.0	-0.66	-0.81	NC(=O)c1ccc(NC(=O)c2ccc3c(c2)OCO3)cc1
·	-0.81	-1.27	O=C(NCCN1CCOCC1)c1noc2c1CCc1ccccc1-2
-43.3	-0.31	-0.07	Cc1cc(C)nc(SCc2ccc(C(=O)N/N=C/c3cccc(O)c3O)cc2)n1
50.0	-0.76	-0.1	O=C1C(Cl)=C(N2CCN(c3ccccc3[N+](=O)[O-])CC2)C(=O)c2ccccc21
18.2	-0.95	-0.4	Cc1ccc(SCc2[nH]nc3c2C(c2ccc(C)o2)C(C#N)=C(N)O3)cc1 (stereo not drawn)
-93.3	-0.29	0.25	O=C(c1ccccc1Oc1ccccc1)N1CCN(c2ccc(F)cc2)CC1
·	0.01	0.07	COCCCNC(=O)CCn1c(=O)c2ccccc2n(CC(=O)Nc2cc(Cl)ccc2C)c1=O
·	1.7	3.61	COc1ccc(NC(=O)Cn2nnc(C(=O)NCc3ccccc3)c2N)cc1Cl
20.7	-0.71	-0.08	CC1CCN(c2ccc(C(=O)Nc3nnc(C4CC4)s3)cc2[N+](=O)[O-])CC1
50.0	0.11	-0.17	Cc1cc(C)n(-c2ccc([N+](=O)[O-])cc2)n1
-75.0	·	·	CSc1ccc(C(=O)C2CCCN(C(=O)c3cc4cc(F)ccc4[nH]3)C2)cc1 (stereo not drawn)
-61.8	-1.99	-2.26	COc1ccc2c(c1)c1nc3ccccc3nc1n2Cc1ccc(OC)c(OC)c1

New compounds follow:
INS promoter inh	SDO1 yeast rescue	SDO1 yeast rescue Rescue 24 h	molecule
-9.5	·	·	COC(=O)CCC(=O)NN1C(=O)c2ccccc2C1=O
35.0	-0.39	-0.48	Cc1cc(C)nc(/N=C2\NC(=O)CC(C(=O)O)N2c2ccc(Oc3ccccc3)cc2)n1 (stereo not drawn)
24.2	0.45	-0.13	CC(=O)Nc1ccc2nc(-c3cccnc3)[nH]c2c1
50.9	1.53	1.37	CCCCn1c(N)c(N(CCC(C)C)C(=O)COC(=O)c2ccco2)c(=O)[nH]c1=O
12.5	·	·	CC(=O)Oc1ccc(C(=O)Nn2cnnc2)cc1
15.4	-0.53	-0.59	Cc1ccc(C(=O)NCc2ccccc2)cc1Br
-8.6	1.15	1.25	CCCc1ccc(C(C)NC(=O)c2cnccn2)cc1 (stereo not drawn)
·	-1.31	-0.84	Brc1ccc(-c2nnc(-c3ccccc3)c(N3CCSCC3)n2)cc1
-57.1	-0.77	-0.35	O=S(=O)(Nc1nc(CN2CCOCC2)nc2sc3c(c12)CCCC3)c1cc(F)ccc1F
-234.5	0.46	0.86	CC(NC(=O)CC(O)(C(F)(F)F)C(F)(F)F)c1ccccc1 (stereo not drawn)
36.8	0.6	1.12	NC(=O)c1c(-c2ccccc2)oc2ccc(O)cc12
17.6	1.23	1.55	COc1cccc2cc(C(C)=O)c(=O)oc12
28.6	·	·	Cn1cc(-c2ccccc2)cc(C#N)c1=O
-37.5	0.52	2.19	CCn1cc(C(=O)Nc2ccc(NC(=O)c3ccco3)cc2)c(=O)c2ccc(C)nc21
7.9	-0.3	-0.47	COC(=O)c1cc(OC)c(OC)cc1NC(=O)CCCCCN1C(=O)CCC1=O
21.4	-0.49	-1.52	CC(C)CC(c1nnnn1C(C)(C)C)N1CCN(C2CCCC2)CC1 (stereo not drawn)
-83.3	-1.49	-0.47	COc1cccc(NC(=O)c2ccccc2-c2nc(-c3ccc(F)cc3)no2)c1
-100.0	0.71	-0.34	Cn1c(=O)oc2cc(S(=O)(=O)NCCC(=O)NC3CCCc4ccccc43)ccc21 (stereo not drawn)
3.6	0.31	0.43	CCc1ccccc1NC(=O)N[C@H](C(=O)O)C(C)C
·	-0.73[7.2 µM]	-0.92	CCOC(=O)C1=C(c2ccccc2)N=c2s/c(=C\c3cccc(O)c3)c(=O)n2C1c1cccs1 (stereo not drawn)
·	-0.46	-0.22	Brc1c(CSc2nc3ccccc3s2)nc2ncccn12
64.7	-1.6	-1.56	CN1CCN(CC(=O)Nc2sc3c(c2C#N)CCC(C(C)(C)C)C3)CC1 (stereo not drawn)
6.1	1.55	0.13	O=C(NC1CCS(=O)(=O)C1)/C(=C\c1ccccc1)NC(=O)c1ccccc1 (stereo not drawn)
-66.7	·	·	Cc1ccc(Cl)cc1-n1ncc2c(NNC(=O)c3ccco3)ncnc21
-121.4	-0.43	1.65	CC1CCCN(CCCOc2ccc(Cl)cc2Br)C1 (stereo not drawn)
-10.5	0.12	-0.56	O=c1c(C(c2ccccc2)c2c(O)nc3n(c2=O)CCCS3)c(O)nc2n1CCCS2
-26.7	·	·	CC(C)CCNCC(=O)NC(c1ccccc1)c1ccccc1
-7.7	0.26	0.67	O=C(COc1ccc(S(=O)(=O)N2CCOCC2)cc1)Nc1ccc2c(c1)OCCO2
·	-0.31	-0.51	O=C(NCCc1c[nH]c2ccccc12)c1cnc2sccn2c1=O
-25.0	0.2	0.27	O=C(COc1cccc(Oc2ccccc2)c1)Nc1ncccn1

Arranged by value in SDO1 yeast rescue (smallest number first): 6 of the compounds above.
INS promoter inh	SDO1 yeast rescue	SDO1 yeast rescue Rescue 24 h	molecule
15.4	-0.53	-0.59	Cc1ccc(C(=O)NCc2ccccc2)cc1Br
7.9	-0.3	-0.47	COC(=O)c1cc(OC)c(OC)cc1NC(=O)CCCCCN1C(=O)CCC1=O
3.6	0.31	0.43	CCc1ccccc1NC(=O)N[C@H](C(=O)O)C(C)C
24.2	0.45	-0.13	CC(=O)Nc1ccc2nc(-c3cccnc3)[nH]c2c1
-8.6	1.15	1.25	CCCc1ccc(C(C)NC(=O)c2cnccn2)cc1 (stereo not drawn)
6.1	1.55	0.13	O=C(NC1CCS(=O)(=O)C1)/C(=C\c1ccccc1)NC(=O)c1ccccc1 (stereo not drawn)

The list continues:
INS promoter inh	SDO1 yeast rescue	SDO1 yeast rescue Rescue 24 h	molecule
-29.2	-0.17	-0.68	CCc1cccc(NC(=O)Cc2ccc(OC)c(OC)c2)c1
-57.1	0.92	0.85	CCn1cc(C(=O)Nc2ccc(C)c([N+](=O)[O-])c2)cn1
-37.9	0.39	0.35	O=P(Cc1ccccn1)(c1ccccc1)c1ccccc1
12.5	-0.61	-1.81	CCOC(=O)Cn1cc(C(=O)c2cccs2)c2ccccc21
5.3	-0.42	-0.93	COc1cc(/C=C(/C#N)c2ccc(F)cc2)ccc1OCc1ccc(C(=O)O)o1
50.0	-0.03	-0.25	COc1ccc(OC)c(N=CC2=C(O)CC(C)(C)CC2=O)c1
-76.2	·	·	Cc1cc(C)nc(N(C#N)Cc2ccc([N+](=O)[O-])cc2)n1
21.4	0.81	0.63	CCOC(=O)N1CCN(C(=O)/C(=C/c2ccc(Br)cc2)NC(=O)c2ccc(OC)cc2)CC1
·	0.71	0.81	O=C1CCCC/C1=N\Nc1ccc(OCc2ccccc2)cc1
-2.3	0.23	0.18	COc1ccc(OCC(O)CN(C2CCCCC2)C2CCCCC2)cc1 (stereo not drawn)
·	-1.33	-0.61	COc1cccc(CNn2c(-c3cccc(C)c3)nc3ccccc3c2=O)c1O
·	-0.06	-0.37	CSCC[C@H](NC(=O)OC(C)(C)C)c1nnc(SCc2ccc(F)cc2)o1
20.0	·	·	COc1ccc(CCNC(=O)CN(c2ccc(OC)cc2)S(C)(=O)=O)cc1
-53.9	1	0.54	CCCCN(CC)CCCNC(=O)C1c2ccccc2C(=O)N(C)C1c1cn(C)c2ccccc12 (stereo not drawn)

This is a subset; count on the stated rates, not on these rows.
